# GAA850 FXN act – FXN promoter activators, primary screen, cell-based, luciferase luminescence, HEK293 lucGAA850 | HEK293 lucGAA850 FXN promoter luciferase reporter, 24 h; percent of 10 µM SAHA response | 0.56% of 360,000 active | activation, % at 6 µM;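 active = activation above the average of all compounds screened plus 3 SD, cutoff fixed separately per campaign, cut at about 7.5% in these data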;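 also: 0% = DMSO wells and 100% = 10 µM SAHA wells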
# ASAP1 GAP inh – inhibitors of human ASAP1 ArfGAP activity, primary screen, biochemical, fluorescence polarization. Arf-GAP with SH3 domain, ANK repeat and PH domain-containing protein 1 (Homo sapiens), …. ASAP1-stimulated ARF1 GTP hydrolysis, GDP FP detection. inhibition, % at 16.5 µM. 0.19% of 360,000 active. AID 624377, 2012; in the data active = inhibition above about 25%;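 also: 0% = vehicle with enzyme and substrate and 100% = no enzyme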
# NPR1 activator – GC-A stimulated cGMP production enhancers – HEK293 GC-A cells, cGMP TR-FRET, EC30 ANP, primary screen; Atrial natriuretic peptide receptor 1 (Homo sapiens), P16066; 0.14% of 370,000 active; activation, % at 10 µM; 0% at EC30 ANP, 100% saturating ANP; in the data active = activation above about 40%
# rCAG RNA binder – binders of r(CAG) RNA repeats, primary screen, biochemical, fluorescence; AID 651821, 2012; r(CAG) RNA repeat, TO-PRO-1 dye displacement fluorescence; inhibition, % at 3 µM; 1.3% of 370,000 active;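 active = inhibition above the plate cutoff, the mean of all test compounds on that plate plus 3 SD, cut at about 35% in these data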;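 also: 0% = DMSO alone and 100% = 100 µM mitoxantrone as full dye displacement; higher means more dye released from RNA so lower well fluorescence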
# KLK7 zymogen act – proKLK7 zymogen activators, primary screen, biochemical, fluorescence intensity. Kallikrein-7 (Homo sapiens), P49862. purified proKLK7, EDANS-DABCYL substrate fluorescence; 100% is mature enzyme control, 0% vehicle. activation, % at 7 µM. 0.9% of 370,000 active;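 active = activation above the mean of all tested compounds plus 3 SD, computed per campaign excluding outliers beyond control limits, cut at about 13% in these data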
# Target sequence (P49862 whole entry, looked up): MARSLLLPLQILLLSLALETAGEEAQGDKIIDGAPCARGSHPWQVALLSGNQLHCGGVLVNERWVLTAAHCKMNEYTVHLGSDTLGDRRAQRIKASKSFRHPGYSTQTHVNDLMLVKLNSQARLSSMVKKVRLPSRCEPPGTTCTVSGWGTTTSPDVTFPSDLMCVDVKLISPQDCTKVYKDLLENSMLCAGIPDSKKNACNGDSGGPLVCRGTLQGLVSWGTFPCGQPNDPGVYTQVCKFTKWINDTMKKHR
# ARFGAP1 inh – inhibitors of rat ARFGAP1 GAP activity, primary screen, biochemical, fluorescence polarization, GDP tracer | Arfgap1-stimulated ARF1 GTP hydrolysis, GDP FP detection | inhibition, % at 16.5 µM | 0.26% of 360,000 active;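 active = inhibition above a per-plate limit, mean inhibition of low control wells plus 3 SD, cut at about 25% in these data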;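 also: 0% = DMSO wells with enzyme and 100% = wells lacking Arfgap1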
# Target sequence (Q62848 1-136 limits assumed): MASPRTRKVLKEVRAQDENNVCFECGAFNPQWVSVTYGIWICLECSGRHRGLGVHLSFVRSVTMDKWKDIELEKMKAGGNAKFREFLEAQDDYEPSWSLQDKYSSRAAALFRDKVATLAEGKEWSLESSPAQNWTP
#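 Assay system: purified rat His6-Arfgap1 residues 1-136 (GAP domain); Reagent: human Δ17 ARF1 bound to GTP; Dosing: 16.5 µM single point, 1.26% DMSO; Times: GTP hydrolysis reaction 2 h at 25 °C; Signal: FP, GDP Alexa 633 tracer displaced from anti-GDP antibody, 620/688 nm; Measure: % inhibition from polarization.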
# GC-B act – human GC-B receptor activators, primary screen, HEK293 GC-B cells, cGMP TR-FRET, EC30 CNP. Atrial natriuretic peptide receptor 2 (Homo sapiens), P20594. activation, % at 10 µM. 0.11% of 370,000 active. 0% at EC30 CNP, 100% saturating CNP. AID 1920062, 2024;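 active = activation at 10 µM reaching about 35% in either raw or pattern-adjusted values, limit read from the data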
# ADAM10 inh – human ADAM10 inhibitors, primary screen, biochemical, QFRET, HTS; Disintegrin and metalloproteinase domain-containing protein 10 (Homo sapiens), O14672; recombinant ADAM10, EDANS/DABCYL FRET peptide cleavage, 3 h; inhibition, % at 7 µM; 0.62% of 370,000 active; AID 720582, 2013;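 active = inhibition above a per-campaign cutoff equal to the mean of compounds falling between control-based bounds plus 3 SD, cut at about 20% in these data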;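 also: 0% = DMSO wells while the 100% control is not disclosed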
# DDE Tn6 FP inh – inhibitors of Tn6 peptide binding to fibrin DD(E), primary screen, biochemical, fluorescence polarization, human fibrin, Tn6 probe. Fibrinogen beta chain (Homo sapiens), P02675. Fibrin DD(E) TRITC-Tn6 fluorescence polarization displacement. inhibition, % at 8.3 µM. 0.21% of 370,000 active;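 active = inhibition above a per-campaign cutoff: mean of compounds within control limits plus 3 SD, cut at about 15% in these data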;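 also: 0% = median of all compound wells on the plate and 100% = blocking peptide control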
# HGIII-sPLA2 inh – human group III sPLA2 inhibitors, primary screen, biochemical, QFRET, BODIPY PC-A2 liposome substrate; Group 3 secretory phospholipase A2 (Homo sapiens), Q9NZ20; QFRET BODIPY PC-A2 liposome hydrolysis, fluorescence; inhibition, % at 12.2 µM; 0.56% of 370,000 active;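 active = inhibition above mean plus 3 SD of compounds lying within the high and low control bounds, cut at about 19% in these data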;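 also: 0% = median of test compound wells and 100% = no enzyme DMSO wells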
# Target sequence (Q9NZ20 whole entry, looked up): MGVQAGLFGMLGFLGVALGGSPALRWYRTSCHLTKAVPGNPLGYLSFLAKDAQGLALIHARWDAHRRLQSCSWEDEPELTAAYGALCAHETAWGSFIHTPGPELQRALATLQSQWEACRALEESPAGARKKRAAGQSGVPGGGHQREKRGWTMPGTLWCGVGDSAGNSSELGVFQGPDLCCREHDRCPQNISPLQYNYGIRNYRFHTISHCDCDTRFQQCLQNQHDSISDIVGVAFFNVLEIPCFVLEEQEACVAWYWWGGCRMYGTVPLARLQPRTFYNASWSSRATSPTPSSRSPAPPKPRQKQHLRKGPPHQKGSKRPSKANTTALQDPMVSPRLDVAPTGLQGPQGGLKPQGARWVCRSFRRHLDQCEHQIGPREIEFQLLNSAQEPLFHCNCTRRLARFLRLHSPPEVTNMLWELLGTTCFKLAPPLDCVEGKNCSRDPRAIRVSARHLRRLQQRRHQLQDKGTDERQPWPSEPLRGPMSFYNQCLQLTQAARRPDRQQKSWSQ
# * = called active by the depositor; · = not tested or not shown.
SMILES,GAA850 FXN act,ASAP1 GAP inh,NPR1 activator,rCAG RNA binder,KLK7 zymogen act,ARFGAP1 inh,GC-B act,ADAM10 inh,DDE Tn6 FP inh,HGIII-sPLA2 inh
O=C1c2[nH]nc(-c3ccccc3)c2C(c2ccc(F)cc2)N1Cc1ccccc1 (configuration not stated),·,-6,-3,6,0.2,6,-1,15,-6,-14
Cn1c(CNC(=O)c2ccc3c(c2)OCO3)nnc1SCC(=O)Nc1ccccc1F,-0.2,-4,2,0,0.5,-12,-6,-1,-2,1
Cc1cc([N+](=O)[O-])nn1CC(=O)Nc1ccc(F)cc1,-0.9,14,2,0,0.2,9,-9,-2,5,-1
COc1ccc(CC(=O)Nc2nnc(C(C)C)s2)cc1OC,-0.1,6,3,-5,0.7,-12,3,-3,-4,-3
N#Cc1ccccc1OCC(O)CS(=O)(=O)c1ccccc1 (configuration not stated),-0.1,2,1,0,0.2,-6,-2,-4,1,-3
Cc1ccc(NC(=O)Cc2ccc(-c3ccccc3)cc2)nc1,2.6,-2,-2,3,0.0,11,5,-5,-6,-10
O=C(C/C=N\OCc1ccc([N+](=O)[O-])cc1)Nc1ccc(Cl)cc1,1.7,2,0,2,-1.1,10,-3,9,-3,-39
COc1cccc(S(=O)(=O)Nc2ccc(C(=O)N3CCOCC3)cc2)c1,0.2,4,4,1,1.1,10,1,-7,-12,6
CCCSc1nn2c(=O)c3ccccc3nc2s1,1.6,8,3,1,-0.2,-9,-3,-7,3,0
O=S(=O)(CC1NCc2ccccc21)NCc1ccc(F)cc1 (configuration not stated),·,·,-1,7,-0.8,·,-1,3,8,0
COc1cccc(NC(=O)NCCCCc2ccccc2)c1,0.1,-3,2,-2,-0.3,0,3,5,-1,-12
Cc1cc(C)nc(NS(=O)(=O)c2ccc(NC(=O)CSc3nc(-c4ccccc4)c(C#N)c(=O)[nH]3)cc2)n1,-2.8,5,17,45*,-0.2,3,3,-1,-1,-32
C=CCC1(CC=C)CCCN1Cc1nc(COc2ccccc2)no1,-0.8,-11,-4,3,-0.2,0,1,-10,-8,9
C=CCOC(=O)C1=C[C@@H](c2csc3ccccc23)C[C@@H](OCc2ccc(CO)cc2)O1,-1.7,1,0,6,0.6,1,2,16,5,-10
CCN(CC)C(=O)Oc1ccc(OC(=O)N(CC)CC)cc1,2.5,-9,0,-5,-0.2,-20,-2,0,1,-2
C[C@H]1CN([C@@H](C)CO)C(=O)CCCn2nncc2CO[C@H]1CN(C)C(=O)c1ccncc1,-1.2,-1,5,2,-0.5,1,0,-4,2,3
O=C(CCNC(=O)c1ccccc1)Nc1ccc(F)c(Cl)c1,0.7,8,-5,2,0.2,1,-7,-4,-2,6
COCCC(=O)N(Cc1ccc2c(c1)OCO2)C(C(=O)NC1CCCCC1)c1ccncc1 (configuration not stated),-0.3,-5,-24,-3,0.2,-3,-14,-2,6,9
Nc1nonc1-n1nnc(C(=O)N/N=C/c2ccc(OCc3ccccc3)cc2)c1CNc1ccccc1,0.2,-8,-2,6,1.0,3,0,-6,-3,-1
Cc1ccc(S(=O)(=O)N2CC(=O)Nc3ccccc32)cc1,2.9,-3,-2,-3,1.4,-2,1,-12,-4,3

# Reprinted from the listing (2 entries):
SMILES,GAA850 FXN act,ASAP1 GAP inh,NPR1 activator,rCAG RNA binder,KLK7 zymogen act,ARFGAP1 inh,GC-B act,ADAM10 inh,DDE Tn6 FP inh,HGIII-sPLA2 inh
O=C1c2[nH]nc(-c3ccccc3)c2C(c2ccc(F)cc2)N1Cc1ccccc1 (configuration not stated),·,-6,-3,6,0.2,6,-1,15,-6,-14
Cn1c(CNC(=O)c2ccc3c(c2)OCO3)nnc1SCC(=O)Nc1ccccc1F,-0.2,-4,2,0,0.5,-12,-6,-1,-2,1

# More structures follow.
SMILES,GAA850 FXN act,ASAP1 GAP inh,NPR1 activator,rCAG RNA binder,KLK7 zymogen act,ARFGAP1 inh,GC-B act,ADAM10 inh,DDE Tn6 FP inh,HGIII-sPLA2 inh
CSCCC(NS(=O)(=O)c1ccc2c(c1)c(=O)n(C)c(=O)n2C)C(=O)NC1CCN(Cc2ccccc2)CC1 (configuration not stated),-0.1,-15,-2,2,-0.2,2,4,6,-6,7
COc1ccc(S(=O)(=O)NC(=O)C2(C)CCN2C(=O)CC2CCCC2)cc1 (configuration not stated),1.3,1,2,2,0.1,12,9,-10,-5,9
CC(C)[C@H](NC(=O)c1cccc(S(=O)(=O)N2CCCC2)c1)c1nc2ccccc2[nH]1,-1.1,3,6,0,-0.7,7,-6,-6,4,0
CCN(CC(=O)Nc1c(F)cccc1F)C(=O)CCCc1c[nH]c2ccccc12,1.4,-11,0,0,0.5,1,4,-4,4,-27
Cn1c(=O)c2c(nc(N3CCOCC3)n2Cc2c(F)cccc2Cl)n(C)c1=O,2.1,-5,-1,-5,-0.2,5,0,6,6,6
CCN1CCC(NC(=O)c2cc(OC)c(OC)cc2OC)CC1,-2.5,0,0,-3,0.1,1,-1,-5,-3,9
COc1cccc(C(=O)NCCC(=O)NCc2cc(=O)n(C)c(=O)n2C)c1,1.7,8,2,0,-0.4,-8,1,1,-4,-1
Cc1ccc(-n2c(-c3ccccc3)nnc2-c2cccs2)cc1,2.6,-10,-6,-5,-0.4,-5,-4,-5,-6,-3
Cc1cccc(N2C(=O)CN(Cc3cccs3)C2=S)c1,-1.4,0,5,1,-0.1,-12,1,0,-1,-126
Cc1cc2c(cc1C)N(C(=O)CCl)CCN2C(=O)CCl,-11,-6,3,4,0.4,3,3,-12,-7,4
c1ccc2c(c1)c1ccccc1n1c(-c3ccc4c(c3)OCO4)nnc21,2.0,-8,-42,4,-0.6,3,-32,1,-4,-3
CCOc1ccccc1C(=O)Nc1nccs1,0.2,1,2,-6,-0.1,0,5,-3,1,-4
CC(C)(C)NC(=O)CSc1nc2ccccc2c(=O)[nH]1,1.2,-14,-2,-1,-0.3,-2,1,0,4,2
CCN1/C(=C(\O)c2ccccc2)C(=O)c2ccccc2S1(=O)=O,-2.3,-22,2,1,0.4,0,-3,-3,-4,-1
COc1ccc(N(Cc2ccco2)C(=O)c2ccccc2F)cc1OC,-1.0,-22,-15,-6,0.7,-4,-11,-4,-6,-3
O=C(Nc1ccc(O)cc1C(=O)O)c1cccs1,3.1,-18,4,4,0.3,5,-2,7,4,3
C/C(=N\NC(=O)CSc1nnc(-c2ccccc2)n1-c1ccc(C)cc1)c1ccc(-c2ccccc2)cc1,·,·,-12,7,-0.7,·,-15,-4,-3,3
S=c1[nH]nc(C2CCCCC2)o1,2.1,-11,-3,-2,0.2,4,4,2,0,10
CCCCCC1=CCC/C1=N\NC(=O)c1ccc2c(c1)OCO2,1.7,1,-4,2,0.5,3,1,-3,-3,-7
CCSC1=N/C(=C\c2ccc(C(=O)O)cc2)C(=O)S1,0.8,10,1,2,-5.7,0,-6,-15,3,1
CCOC(=O)[C@@]12CN(C(=O)OC(C)(C)C)CC=C1N(Cc1ccc(OC)cc1)C(=O)[C@H]2CC(=O)NCC1CCCCC1,·,·,-4,1,0.2,·,6,8,-7,-5
CCNC(=O)C1CCCN(C(=O)c2cccc(C#N)c2)CC1 (configuration not stated),1.4,-4,0,2,0.1,-2,-7,-6,1,1
COc1cc(OC)cc(C(=O)N[C@H](C(=O)OCC(=O)Nc2sccc2C#N)C(C)C)c1,0.8,15,-4,12,-0.6,0,-8,4,-6,-8
CCN(CC)c1ccc(N=Nc2ncn[nH]2)cc1,5.5,0,-1,-5,0.2,3,-3,4,1,-25
COC(=O)c1ccc(C(=O)OC)c(NC(=O)Cc2cccs2)c1,-0.9,14,-8,39*,-0.2,-5,1,-188,-6,10
N#Cc1c2n(c3c(=O)n(CC(=O)c4ccc([N+](=O)[O-])cc4)cnc13)CCCCC2,2.9,-4,1,2,0.0,5,-6,2,1,-10
CCCCC(=O)N/N=C(\C)CC(=O)Nc1cc(Cl)ccc1OC,5.4,-1,-2,8,0.1,8,0,7,-10,-24
O=C(NC(=S)NCc1ccco1)c1ccc([N+](=O)[O-])cc1,-1.5,-7,-3,0,-0.7,-5,-9,-6,6,9
COc1ccccc1C(=O)N1CCN(S(=O)(=O)Cc2ccccc2)CC1,-1.4,12,-4,-7,1.3,-4,2,-3,0,7
CCSc1nc2cc(OC)c(OC)cc2c(=O)n1CC,2.0,3,-27,-3,-0.3,1,-20,-6,-3,-1
CCCC/C=C1/[C@H](c2ccccc2)N(C)C2=N[C@@H](c3ccccc3)CC(=O)N21,·,·,-4,·,·,·,-8,3,-1,14
O=C(NNC(=S)NC(=O)c1cccnc1)c1ccc(Cl)cc1,-1.6,-3,3,6,-0.3,5,1,10,10,12
Cc1ccc(C2CC(=O)N3CN(c4ccc(Br)cc4)CSC3=C2C#N)o1 (configuration not stated),-1.4,7,-16,63*,-5.1,-1,0,-77,3,4
CCOc1ccc(N(CC(=O)NC2CCCC(C)C2C)S(=O)(=O)c2c(C)noc2C)cc1 (configuration not stated),0.7,6,-4,-2,0.8,-3,-2,-9,-7,10
COc1ccc(C(=O)Oc2cccc(/C=N/NC(N)=S)c2)cc1,-1.1,11,9,4,0.0,5,7,8,4,4
CCOC(=O)N1CCC(N(C(=O)Nc2cccc(OC)c2)C(C)CC)CC1 (configuration not stated),-2.5,-17,-1,0,-0.5,-6,1,1,0,-1
CCN1CCN(CCNC(=O)c2ccc(/C=C3/Sc4ccccc4N(Cc4cccc(C)c4)C3=O)cc2)CC1,1.0,5,-6,-1,-6.0,2,4,6,-7,-27
CC(C)CNC(=O)c1ccccc1NC(=O)CN(c1ccc2c(c1)OCCO2)S(C)(=O)=O,-0.4,14,-4,-4,0.1,1,5,-1,7,2
O=C(CN1CCOc2ccccc21)N1CCC(Cc2ccccc2)CC1,-0.9,-9,-2,3,0.9,8,4,-8,4,-10
C=CCOc1ccc(Cl)cc1-c1noc(-c2csc([C@H]3C[C@H](O)[C@@H](CO)O3)n2)n1,5.9,-1,7,0,0.3,-8,-1,-1,10,-20
COCCn1c(C)cc(/C=C(\C#N)C(=O)OCC(=O)N(C)c2c(N)n(Cc3ccccc3)c(=O)[nH]c2=O)c1C,-0.7,-5,2,1,1.6,-4,2,-2,-4,-3
CCOc1cc(OCC)cc(C(=O)NCc2ccco2)c1,-1.2,-14,0,-3,0.0,3,4,6,-3,1
Cc1cc2c(c(=O)o1)C(CC(C)C)C(C#N)=C(N)O2 (configuration not stated),1.4,-5,7,4,-0.5,7,5,7,3,2
CC(=O)Nc1ccc(OCc2cn(CC(=O)c3ccc(O)cc3)nn2)cc1,0.2,-8,2,3,0.2,6,0,3,1,-8
COc1cc(OC)cc(-c2c(-c3ccc(F)cc3)c3cc(Br)ccc3n2C)c1,3.8,7,0,3,0.6,9,0,-2,-4,-2
